Avidin bead fluor: compound fluoresces at 488/530 nm on avidin beads. compound fluorescence 488/530 nm, flow cytometry; hits give high values. fluorescence (KMESF) at 10 µM. actives 0.38% (n = 220,000). AID 1775; in the data active = fluorescence above about 47; also: inactives centre near 10
ABCB1 inh: blocks JC-1 efflux by human ABCB1 transporter | P08183 | CCRF-Adr cells, flow cytometry | inhibition, % at 6.6 µM | actives 0.067% (n = 190,000); in the data active = inhibition above about 40%;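 also: 0% = vehicle and 100% = reference inhibitor; higher value means more JC-1 retained so stronger ABCB1 efflux block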
Pf gamet viab: P. falciparum stage V gametocyte viability inhibition. P. falciparum stage V gametocytes, ATP luminescence, 24 h. inhibition, % at 10.9 µM. actives 0.065% (n = 150,000). AID 743093;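 active = inhibition above the mean plus 3 SD of compounds within the control limits, set per campaign, cut at about 38% in these data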;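 also: 0% = DMSO wells and 100% = medium only without gametocytes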
Rab7 wt modul: modulators of GTP binding to dog Rab7 wildtype GTPase; GST-Rab7 beads, fluorescent GTP binding, flow cytometry; actives lie on both sides; untreated = 100%, excess cold GTP = 0%; actives 0.055% (n = 190,000); GTP binding activity (percent of control), % at 10 µM;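 active = fluorescent GTP binding to Rab7 beads changed by at least 20 points from the 100% baseline, either direction, mostly lower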;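 also: median green fluorescence of bound Bodipy-FL-GTP per Rab7 bead population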
Rac1 wt GTP bind: alters GTP binding to wildtype human Rac1 | GTP binding activity (% of control), % at 10 µM | P63000 | actives 0.27% (n = 190,000) | AID 757 | GST-Rac1 beads, fluorescent GTP binding, flow cytometry; actives lie on both sides; 0 = cold GTP competed, 100 = untreated;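 active = GTP binding activity at least 20 points away from the 100% control level, either lower or higher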
Rab2 wt GTP: changes GTP binding to wildtype dog Rab2A, up or down | GTP binding activity, % at 10 µM | AID 760 | GST-Rab2 wt beads, Bodipy-GTP binding, flow cytometry | actives 0.19% (n = 190,000);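 active = GTP binding activity at least 20 points away from 100%, either lowered or raised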;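 also: 0% = beads with excess unlabeled GTP and 100% = no-compound control corrected for plate trend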
Cdc42 wt: human Cdc42 wildtype GTP binding change, either direction; P60953; GST-Cdc42 beads, Bodipy-GTP binding, flow cytometry; actives lie on both sides; percent activity (GTP binding), % at 10 µM; AID 761; actives 0.2% (n = 190,000);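 active = percent activity GTP binding at least 20 points away from the 100% baseline, either down as inhibitor or up as activator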;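 also: median bead fluorescence of bound Bodipy-FL-GTP at 100 nM; 0% = excess unlabeled GTP control and 100% = no compound control; below 100% means less GTP binding so inhibitor and above means activator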
Target sequence (P60953 whole entry, looked up): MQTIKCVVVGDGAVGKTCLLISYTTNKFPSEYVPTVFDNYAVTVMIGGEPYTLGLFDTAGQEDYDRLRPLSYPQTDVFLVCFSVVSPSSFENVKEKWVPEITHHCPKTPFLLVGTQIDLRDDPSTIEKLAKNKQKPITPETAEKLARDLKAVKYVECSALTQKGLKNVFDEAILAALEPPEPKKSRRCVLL
ABCG2 block: blocks JC-1 efflux by human ABCG2 transporter; Q9UNQ0; AID 1325; IgMXP3 cells, flow cytometry; actives 0.1% (n = 190,000); inhibition, % at 6.6 µM;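 active = inhibition above 80%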;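 also: 0% = DMSO and 100% = nicardipine control wells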
Target sequence (Q9UNQ0 whole entry, looked up): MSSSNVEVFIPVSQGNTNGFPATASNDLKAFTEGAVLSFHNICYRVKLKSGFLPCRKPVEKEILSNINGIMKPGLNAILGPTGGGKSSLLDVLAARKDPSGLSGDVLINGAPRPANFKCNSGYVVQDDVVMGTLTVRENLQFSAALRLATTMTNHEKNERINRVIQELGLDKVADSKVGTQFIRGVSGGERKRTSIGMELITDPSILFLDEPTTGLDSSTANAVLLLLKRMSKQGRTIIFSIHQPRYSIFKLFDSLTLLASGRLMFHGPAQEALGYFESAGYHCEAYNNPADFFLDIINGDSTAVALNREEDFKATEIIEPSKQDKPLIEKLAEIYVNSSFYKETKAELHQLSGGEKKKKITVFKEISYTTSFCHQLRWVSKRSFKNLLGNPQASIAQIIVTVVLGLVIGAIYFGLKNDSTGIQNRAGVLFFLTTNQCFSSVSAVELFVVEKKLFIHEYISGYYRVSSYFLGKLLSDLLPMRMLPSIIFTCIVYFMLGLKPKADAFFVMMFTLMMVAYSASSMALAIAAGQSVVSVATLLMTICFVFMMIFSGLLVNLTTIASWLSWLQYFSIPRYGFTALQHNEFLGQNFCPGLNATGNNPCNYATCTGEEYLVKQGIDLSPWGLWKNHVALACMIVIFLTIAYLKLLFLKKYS
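Incubation: cells with compound and JC-1, 10 min at 25 °C, rotating, no wash / Test system: IgMXP3 (ABCG2) plus far-red-tagged CCRF-Adr (ABCB1) cells / Compound dosing: one concentration, 6.6 µM final / Also added: JC-1 fluorescent substrate / Evaluation: efflux inhibition in percent versus controls / Detection: flow cytometry, 530 nm JC-1 signal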
Rac1 act GTP bind: alters GTP binding to activated mutant human Rac1; GST-Rac1 activated beads, fluorescent GTP binding, flow cytometry; actives lie on both sides; 100% means binding = to untreated wells; percent activity (GTP binding), % at 10 µM; actives 0.11% (n = 190,000); AID 764;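 active = GTP binding at least 20 percentage points away from the 100% baseline, in either direction, so actives lie on both sides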
GSH bead fluor: compound fluoresces at 488/530 nm on GSH beads. GSH beads flow cytometry, compound fluorescence 488/530 nm; hits give high values. fluorescence (KMESF) at 10 µM. actives 0.25% (n = 190,000). AID 1776; in the data active = fluorescence above about 89;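 also: glutathione beads carrying GST-tagged Bcl family fusion proteins plus one bare bead set; values are compound well signal with DMSO vehicle wells as background; inactives centre near 16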
HRas wt GTP bind: modulators of GTP binding to human HRas wildtype. GTP binding activity, % at 10 µM. AID 759. GST-Ras wt beads, Bodipy-FL-GTP binding, flow cytometry; actives lie on both sides. actives 0.14% (n = 190,000);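 active = GTP binding activity at least 20% away from the 100% baseline, either lowered as inhibitor or raised as activator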;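 also: 0% = unlabeled GTP competition control and 100% = no-compound control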
Target sequence (P01112 whole entry, looked up): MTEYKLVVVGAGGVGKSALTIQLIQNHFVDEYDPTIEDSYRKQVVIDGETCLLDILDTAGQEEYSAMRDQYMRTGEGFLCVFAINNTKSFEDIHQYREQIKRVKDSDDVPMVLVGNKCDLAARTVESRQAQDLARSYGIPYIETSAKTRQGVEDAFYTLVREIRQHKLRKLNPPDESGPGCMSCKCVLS
An asterisk follows results filed as active; x = not tested or not shown.

SMILES | Avidin bead fluor | ABCB1 inh | Pf gamet viab | Rab7 wt modul | Rac1 wt GTP bind | Rab2 wt GTP | Cdc42 wt | ABCG2 block | Rac1 act GTP bind | GSH bead fluor | HRas wt GTP bind
COC(=O)c1ccc(C(=O)OC)c(NC(=O)N2c3ccccc3Sc3ccccc32)c1 | 12 | 0.0 | 22 | 96 | 91 | 95 | 93 | 3 | 93 | 38 | 95
CN(C)S(=O)(=O)c1ccc(C(=O)Nc2ccccc2SCCC#N)cc1 | 7 | -0.2 | 4 | 93 | 105 | 97 | 95 | 2 | 101 | 20 | 102
c1ccc(-n2ncc3c(NCCN4CCOCC4)ncnc32)cc1 | 11 | 0.2 | -22 | 107 | 104 | 106 | 100 | 2 | 96 | 6 | 103
COc1ccccc1C1C=C(c2ccc(C)cc2)Nc2nnnn21 (stereo not drawn) | 18 | 0.2 | x | 101 | 97 | 101 | 102 | 1 | 98 | 12 | 103
CCn1c(SCC(=O)c2c[nH]c3ccccc23)nc2cc(S(=O)(=O)N3CCOCC3)ccc21 | 13 | -0.2 | 27 | 102 | 100 | 98 | 100 | 5 | 96 | 9 | 100
Cc1ccc(S(=O)(=O)N2CCSC2c2ccco2)cc1 (stereo not drawn) | 20 | 0.7 | -1 | 99 | 106 | 99 | 107 | 3 | 97 | 12 | 102
O=C(c1c[nH]c2ccccc2c1=O)N1CCCCCC1 | 10 | 0.0 | -28 | 94 | 93 | 95 | 94 | 0 | 95 | 26 | 94
O=C(c1ccc(Cl)cc1)c1cc(-c2ccccn2)c(N2CCOCC2)s1 | 20 | 2.8 | -4 | 104 | 105 | 102 | 100 | 7 | 99 | 53 | 102
O=C(Cn1cnc2ccccc2c1=O)Nc1ccc2c(c1)OCO2 | 9 | 0.2 | x | 96 | 98 | 99 | 98 | 7 | 99 | 6 | 97
COCCCNC(=O)Nc1ccc2c(c1)N(C)C(=O)CS2 | 27 | 0.5 | x | 99 | 100 | 99 | 101 | 22 | 98 | 21 | 97
CC(C)NC(=O)c1ccc(Cl)cc1Cl | 9 | -0.2 | 7 | 97 | 103 | 96 | 93 | 0 | 98 | 16 | 98
FC(F)(F)c1cc(-c2cccs2)nc2cc(-c3ccccc3)nn12 | 11 | 0.0 | -26 | 95 | 96 | 96 | 95 | 5 | 95 | 12 | 98
Cc1ccc(C(=O)N/C(=C\c2cccs2)C(=O)NCc2cccnc2)cc1 | 2 | 0.3 | x | 102 | 105 | 106 | 103 | 6 | 106 | 6 | 107
CC1CC(C)CN(C(=O)CSc2nnc(-c3ccc(Cl)cc3)o2)C1 (stereo not drawn) | 6 | 0.5 | x | 96 | 95 | 97 | 95 | 4 | 94 | 17 | 96
CCN(C(=O)c1ccnc(C(C)(C)C)c1)c1ccccc1 | 6 | 0.0 | x | 102 | 102 | 100 | 99 | 0 | 99 | 36 | 101
Cc1ccc2nc(-c3ccncc3)cc(C(=O)Nc3ccc4c(c3)OCCO4)c2c1 | 9 | 7.7 | -4 | 99 | 92 | 97 | 94 | 15 | 94 | 17 | 93
CCOC(=O)C(C)n1nc(C)c2sc3ccccc3c2c1=O (stereo not drawn) | 23 | 0.6 | 2 | 102 | 106 | 100 | 104 | 2 | 98 | 17 | 102
COc1ccccc1Nc1ncnc2c1oc1ccccc12 | 11 | 1.2 | x | 103 | 98 | 102 | 99 | 6 | 97 | 8 | 101
O=C(Nc1ccc(N2CCN(C(=O)c3ccco3)CC2)cc1)c1cccc(F)c1 | 23 | 0.2 | -11 | 98 | 102 | 98 | 99 | 1 | 97 | 14 | 101
CCOc1ccc(OCCn2nnc3ccccc3c2=O)cc1 | 10 | -1.3 | 7 | 104 | 100 | 99 | 93 | 18 | 99 | 12 | 101
Cc1ccccc1NC(=S)NCCSc1ccc(Cl)cc1 | 6 | 0.5 | 9 | 108 | 101 | 104 | 100 | 13 | 94 | 23 | 101
CCc1ccc[n+](-c2[nH]c(=O)sc2/C=N/NC([S-])=Nc2ccccc2)c1 | 11 | -0.1 | -29 | 98 | 100 | 98 | 100 | 0 | 98 | 11 | 99
CCCNC(=O)c1ccccc1NC(=O)Nc1ccccc1C | 41 | 0.4 | -12 | 101 | 104 | 101 | 103 | 1 | 101 | 24 | 101
CC1=C[C@H]2Cc3cc(C)cc(C)c3S(=O)(=O)[C@@H]2C=C1 | 13 | 0.3 | -18 | 97 | 104 | 98 | 104 | 11 | 100 | 13 | 101

Record cards, from the list above. Order of values: Avidin bead fluor | ABCB1 inh | Pf gamet viab | Rab7 wt modul | Rac1 wt GTP bind | Rab2 wt GTP | Cdc42 wt | ABCG2 block | Rac1 act GTP bind | GSH bead fluor | HRas wt GTP bind
FC(F)(F)c1cc(-c2cccs2)nc2cc(-c3ccccc3)nn12 as listed: 11 | 0.0 | -26 | 95 | 96 | 96 | 95 | 5 | 95 | 12 | 98
c1ccc(-n2ncc3c(NCCN4CCOCC4)ncnc32)cc1 as listed: 11 | 0.2 | -22 | 107 | 104 | 106 | 100 | 2 | 96 | 6 | 103

The list continues.
SMILES | Avidin bead fluor | ABCB1 inh | Pf gamet viab | Rab7 wt modul | Rac1 wt GTP bind | Rab2 wt GTP | Cdc42 wt | ABCG2 block | Rac1 act GTP bind | GSH bead fluor | HRas wt GTP bind
CCOC(=O)C1(CC2CC2)CCN(Cc2cn[nH]c2-c2ccccc2)CC1 | 12 | 0.9 | 10 | 103 | 101 | 95 | 96 | 3 | 93 | 15 | 99
Cc1nc(N2CCN(Cc3nc4ccccc4[nH]3)CC2)c2oc3ccccc3c2n1 | 5 | 2.6 | x | 98 | 100 | 96 | 99 | 1 | 97 | 14 | 97
COc1ccccc1CCNC(=O)c1nc(-c2cccs2)no1 | 7 | 1.3 | 10 | 107 | 98 | 98 | 97 | 23 | 94 | 13 | 99
COc1ccc([N+](=O)[O-])cc1N(CC(=O)Nc1ccccc1C(=O)NC(C)C)S(C)(=O)=O | 9 | 0.8 | -11 | 97 | 95 | 91 | 99 | 15 | 96 | 16 | 92
COc1ccc(CCN(Cc2ccccn2)C(=S)Nc2ccc(C)cc2)cc1OC | 11 | 3.6 | -9 | 96 | 101 | 97 | 97 | 14 | 98 | 10 | 98
CC1=C(C(=O)Nc2ccc(C)cc2)C(c2cccs2)NC(=S)N1 (stereo not drawn) | 7 | 0.0 | 5 | 97 | 99 | 98 | 98 | 6 | 98 | 15 | 99
O=C(O)CNC(=S)NCc1ccccc1 | 9 | -0.3 | -1 | 105 | 97 | 98 | 96 | -1 | 94 | 13 | 100
CCn1c(CN2CCN(c3ccc(Cl)cc3)CC2)nc2ccccc21 | 8 | 0.5 | -4 | 99 | 103 | 102 | 104 | 6 | 101 | 15 | 103
COc1ccc2[nH]c(=O)c(CN(C(=O)c3ccco3)C3CCCCC3)cc2c1 | 11 | 0.2 | -10 | 101 | 102 | 101 | 100 | 1 | 100 | 12 | 99
CCCCCCCCn1c2c(c(=N)c3c1CCC3)CCCC2 | 12 | 0.5 | -14 | 93 | 103 | 98 | 98 | 0 | 98 | 11 | 98
C=CCc1cc(/C=C/c2nc(O)c([N+](=O)[O-])c(=O)[nH]2)cc(OC)c1O | 8 | -0.1 | x | 94 | 90 | 82 | 82 | 0 | 87 | 13 | 85
CCCc1ccc(OCc2ccc(C(=O)OC)o2)c(OC)c1 | 16 | 1.6 | x | 102 | 101 | 101 | 101 | 16 | 96 | 33 | 101
CCn1cc([N+](=O)[O-])c(C(=O)N2N=C(c3cccc4ccccc34)CC2c2ccccc2O)n1 (stereo not drawn) | 15 | 3.2 | x | 94 | 99 | 96 | 95 | 6 | 95 | 19 | 96
CCC(CC)c1nnc(NC(=O)CCCN2C(=O)c3ccccc3C2=O)s1 | 8 | 0.7 | x | 105 | 107 | 102 | 102 | 3 | 99 | 46 | 103
O=Cc1cnc(N2CCOCC2)nc1 | 17 | 1.5 | 23 | 99 | 100 | 96 | 101 | 21 | 100 | 6 | 99
O=C(CSc1nnc2ccccn12)Nc1cccc(-c2nc3ccccc3s2)c1 | 20 | -0.6 | 2 | 97 | 102 | 100 | 100 | 8 | 99 | 14 | 99
CCOC(=O)C1CCN(c2cc(C)nc3ccc(OC)cc23)CC1 | 24 | 0.6 | 16 | 106 | 96 | 98 | 95 | 3 | 99 | 9 | 98
CCOC(=O)COc1cccc2c(=O)n(CC(=O)NCCc3ccccc3)ccc12 | 6 | 1.5 | x | 100 | 105 | 101 | 97 | 12 | 100 | 17 | 102
O=C(CSc1nnc2scc(-c3ccc(Cl)cc3)n12)NCc1ccco1 | 14 | 0.9 | x | 98 | 102 | 100 | 99 | 39 | 101 | 33 | 100
CC(C)Cc1nnc(NS(=O)(=O)Cc2ccccc2)s1 | 7 | 0.4 | x | 100 | 102 | 100 | 105 | 1 | 99 | 30 | 102
O=C(c1sc2ccccc2c1Cl)N(Cc1ccccc1)C1CCS(=O)(=O)C1 (stereo not drawn) | 33 | 1.8 | 19 | 94 | 93 | 93 | 99 | 4 | 93 | 14 | 97
O=C1c2ccccc2NC(c2ccc(O)cc2)N1Cc1ccco1 (stereo not drawn) | 8 | 0.1 | x | 101 | 107 | 99 | 100 | 5 | 96 | 41 | 101
CC(=O)NNc1ncnc2c1cnn2-c1ccc(C)c(C)c1 | 12 | 0.3 | -13 | 104 | 100 | 98 | 94 | 2 | 96 | 16 | 100
O=C(Cn1c(C(F)(F)F)nc2ccccc21)c1ccc(Cl)cc1 | 8 | 0.1 | 0 | 99 | 93 | 97 | 94 | 0 | 94 | 34 | 96
O=C(Cn1cc(SCc2ccc(F)cc2)c2ccccc21)N1CCOCC1 | 12 | 0.4 | 13 | 101 | 105 | 100 | 100 | 2 | 101 | 20 | 100
COc1ccccc1Nc1cc(C(=O)N2CCc3ccccc3C2)c2ccccc2n1 | 19 | 1.0 | x | 108 | 105 | 99 | 99 | 2 | 99 | 10 | 100
COc1cccc(NC(=O)CNC(=O)c2ccc(OC)c(OC)c2)c1 | 21 | 0.2 | -12 | 96 | 95 | 95 | 94 | 2 | 94 | 11 | 93
CC1(C)CC(=O)CC(=Nc2ccc3[nH]c(=O)[nH]c3c2)C1 | 7 | 0.1 | x | 99 | 104 | 100 | 104 | 0 | 102 | 6 | 102
COc1c2ccc(C(=O)NCCCCc3ccccc3)cc2nn1C | 8 | 0.2 | x | 98 | 103 | 105 | 104 | 4 | 101 | 18 | 104
O=C(Nc1cc(C(F)(F)F)ccc1N1CCOCC1)c1c(F)c(F)c(F)c(F)c1F | 9 | 0.4 | 0 | 104 | 101 | 103 | 103 | 1 | 100 | 21 | 103

Screening data (PubChem)
